Source: PubChem
TRPC6 activator: activates the mouse TRPC6 cation channel. HEK293-TRPC6 membrane potential dye fluorescence; active compounds read high. B-score at 10 µM. 310,000 tested, 0.13% active. AID 2550;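 active means B-score of the integrated fluorescence ratio above library mean plus 3 SD, and starting fluorescence ratio within library mean plus 5 SD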;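 further: higher score means more depolarization so channel activation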
MrgX1 allo act: human MrgX1 positive allosteric modulation, primary screen; Q96LB2; MrgX1-HEK293, Fluo-4 calcium flux, FDSS; active compounds read high; B-score at 10 µM; 310,000 tested, 0.63% active; AID 588675;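 active means plate-corrected calcium response at least 3 library SD above typical, normal starting fluorescence, not activating the receptor alone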;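 further: compound read alongside a low EC10 to EC30 dose of BAM8-22 agonist; peak minus trough fluorescence over baseline measured at the second addition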
Target sequence (Q96LB2 whole entry, looked up): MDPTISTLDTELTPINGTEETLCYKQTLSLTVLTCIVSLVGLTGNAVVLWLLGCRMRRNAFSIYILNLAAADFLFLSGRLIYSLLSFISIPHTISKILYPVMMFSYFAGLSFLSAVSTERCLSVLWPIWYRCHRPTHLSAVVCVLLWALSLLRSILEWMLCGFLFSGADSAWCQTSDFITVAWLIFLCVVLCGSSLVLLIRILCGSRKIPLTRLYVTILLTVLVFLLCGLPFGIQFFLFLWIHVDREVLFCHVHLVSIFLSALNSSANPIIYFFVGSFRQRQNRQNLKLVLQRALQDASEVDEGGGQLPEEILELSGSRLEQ
SKKanGAS inh: inhibitors of SKKanGAS S. pyogenes growth in kanamycin (SK-promoter or general growth effect); BacTiter-Glo, 6 h; inhibition, % at 7.5 µM; 300,000 tested, 1.3% active; AID 1662;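 active means mean replicate score, as percent of positive control median, at least 50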;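 further: strain carries kanamycin resistance gene driven by streptokinase promoter and grows in 40 µg/ml kanamycin; loss of luminescence reflects streptokinase promoter inhibition or plain growth inhibition; 0% = median of DMSO wells and 100% = positive control at its reference dose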
TMEM16A inh: blocks the mouse calcium-activated chloride channel TMEM16A; Q8BHY3; HEK293 TMEM16A/YFP iodide influx fluorescence, ionomycin; normalized B-score (activity score, 25-100; higher = stronger inhibition) at 10 µM; 310,000 tested, 1.2% active; AID 588511;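 active means ratio plate-corrected score three or more library SD toward inhibition, starting fluorescence score within five deviations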;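 further: score derived from kinetic fluorescence span divided by baseline fluorescence per well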
MrgX1 agonist: human MrgX1 receptor agonism, primary screen. 310,000 tested, 0.44% active. MrgX1-HEK293 cells, Fluo-4 calcium fluorescence, agonist mode; active compounds read high. Q96LB2. B-score at 10 µM;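 active means calcium response B-score plate-corrected fluorescence ratio at least 3 library SD, with starting fluorescence B-score inside 5 SD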
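Test system: HEK293 cells stably expressing human MrgX1 receptor; Input: fifteen thousand cells per well; Dosing: compound delivered in addition one of three; Schedule: overnight seeding, then 1 h dark dye loading; Technique: Fluo-4 NW calcium fluorescence; Measure: B-scored fluorescence response ratio; Controls: positive and negative controls per plate.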
RGS4 pot: RGS4 potentiation or activation | HEK293 M3R/inducible RGS4, carbachol calcium flux Fluo4; active compounds read low | B-score at 10 µM | 310,000 tested, 0.92% active | AID 463111;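 active means B-score of the integrated calcium signal more than 4 SD below the library mean, with starting fluorescence not abnormally high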;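 further: negative B-score means reduced calcium response which marks RGS4 activation or potentiation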
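Assay system: Inducible-RGS4 HEK293 cells carrying M3 receptor | Schedule: Compound preincubation 20 min at room temperature before agonist | Signal: Kinetic calcium fluorescence imaging with Fluo4-AM dye, 2 µM | Read-out basis: B score from integrated fluorescence ratio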
HDAC3 inhib: inhibitors of human histone deacetylase 3. inhibition, % at 8.3 µM. O15379. recombinant HDAC3, fluorogenic peptide/trypsin coupled, fluorescence. 320,000 tested, 0.15% active; in the data active means inhibition above about 26%, passing the limit was not always enough
Target sequence (O15379 whole entry, looked up): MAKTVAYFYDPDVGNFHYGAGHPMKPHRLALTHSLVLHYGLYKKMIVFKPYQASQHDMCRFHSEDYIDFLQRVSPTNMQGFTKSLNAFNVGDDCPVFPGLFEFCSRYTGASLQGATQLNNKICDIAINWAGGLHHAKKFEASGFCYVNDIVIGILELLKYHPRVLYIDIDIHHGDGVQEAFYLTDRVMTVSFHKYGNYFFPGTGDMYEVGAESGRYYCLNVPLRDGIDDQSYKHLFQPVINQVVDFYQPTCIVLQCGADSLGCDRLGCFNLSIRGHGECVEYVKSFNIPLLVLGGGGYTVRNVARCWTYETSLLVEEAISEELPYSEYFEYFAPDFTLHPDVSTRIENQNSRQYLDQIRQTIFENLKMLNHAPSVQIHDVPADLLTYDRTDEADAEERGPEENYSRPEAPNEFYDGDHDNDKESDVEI
TRPC6 inhibitor: blocks the mouse TRPC6 cation channel; AID 2553; B-score at 10 µM; 310,000 tested, 1.1% active; HEK293-TRPC6, membrane potential dye, ACh-evoked depolarization; active compounds read low;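 active means B-score under library mean minus 3 SD, initial fluorescence not abnormally high, positive integrated signal ratio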;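 further: B-score derived from integrated fluorescence ratio over the kinetic read; more negative B-score means stronger inhibition of depolarization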
MrgX1 antagonist: blocks BAM8-22 activation of human MrgX1 receptor. Q96LB2. MRGX1-HEK293 calcium flux, Fluo-4, BAM8-22 antagonism; active compounds read low. B-score at 10 µM. 310,000 tested, 1.3% active;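 active means calcium-response B-score plate-corrected more than 3 library SD below zero, starting fluorescence within 5 deviations, no agonist response on first addition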;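 further: peak minus trough fluorescence over baseline after final BAM8-22 challenge near maximal dose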
ANO1 activ: activators or potentiators of mouse TMEM16A chloride channel. HEK293 TMEM16A/YFP-H148Q/I152L, iodide quench fluorescence; active compounds read low. B-score at 10 µM. 340,000 tested, 0.3% active;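 active means fluorescence-ratio B-score plate-corrected deviation score at least 3 library SD below zero, with starting fluorescence score within 5 deviations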;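 further: channel opened by trigger with iodide after compound preincubation; score built on the fluorescence ratio of max minus min over baseline; more negative score means more quench and so TMEM16A activation or potentiation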
RGS4 inh: human RGS4 inhibition | P49798 | HEK293 M3R/RGS4 inducible, Fluo-4 calcium flux; active compounds read high; triggered by carbachol at its EC20 | B-score at 10 µM | 310,000 tested, 0.45% active | AID 463165;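 active means B-score, a plate-corrected calcium signal, over three deviations above library mean, with baseline fluorescence within five deviations of library mean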;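 further: RGS4 expression induced by doxycycline in cells with stable M3 receptor; B-score is computed from the integrated fluorescence ratio over baseline after carbachol; higher B-score means a larger calcium signal and so more RGS4 inhibition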
Target sequence (P49798 whole entry, looked up): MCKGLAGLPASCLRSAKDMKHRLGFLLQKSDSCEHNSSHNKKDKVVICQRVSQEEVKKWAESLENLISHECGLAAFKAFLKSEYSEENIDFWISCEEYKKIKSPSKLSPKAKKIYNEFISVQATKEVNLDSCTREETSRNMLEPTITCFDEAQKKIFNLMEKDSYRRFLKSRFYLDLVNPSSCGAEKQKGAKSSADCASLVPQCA
Active calls of the source: *; i = inactive; nt = no result given. An unsorted share of the library (roughly 6.7% active in at least one column).

SMILES	TRPC6 activator	MrgX1 allo act	SKKanGAS inh	TMEM16A inh	MrgX1 agonist	RGS4 pot	HDAC3 inhib	TRPC6 inhibitor	MrgX1 antagonist	ANO1 activ	RGS4 inh
Cc1c(Cl)cccc1NC(=S)NCc1ccccc1	i	i	28	i	i	i	5	i	i	i	i
CC(NCCO)C(=O)C12CC3CC(CC(C3)C1)C2 (stereo unspecified)	i	i	3	i	i	i	3	i	i	i	i
Cc1cc(C(=O)N/N=C/c2ccc(-c3cccc(Cl)c3Cl)o2)n[nH]1	i	i	3	i	i	i	5	i	i	i	i
Cc1cc(NC(=O)CN2CCN(S(=O)(=O)c3ccc(Cl)cc3)CC2)no1	i	i	-1	i	i	i	-1	i	i	i	i
CCOC(=O)c1[nH]c(C)c(C(=O)Nc2ccccc2C)c1C	i	i	-5	i	i	i	-2	i	i	i	i
CCCn1c(=S)[nH]c2cc(C(=O)N3CCN(C(=O)OCC)CC3)ccc2c1=O	i	i	-9	i	i	i	5	i	i	i	i
C=CCNC(=S)NNC(=O)c1cccn(Cc2cccc(Cl)c2)c1=O	i	i	-2	i	i	i	2	i	i	i	i
Fc1ccc(CSc2nnc(-c3cc4c(s3)-c3ccccc3CC4)o2)cc1	i	i	-6	100*	i	i	-22	i	i	i	i
Cn1cccc1-c1nc2ccccc2n1Cc1ccccc1	i	i	-5	i	i	i	6	i	-4.9*	i	i
COc1cc2nc(CN(C)Cc3ccc(SC)cc3)[nH]c(=O)c2cc1OC	i	i	-9	i	i	i	5	i	i	i	i
c1cc2c3c(cccc3c1)C(N1CCCCC1)=N2	i	i	-3	i	i	i	-2	-11*	i	i	i
CC1=NC(=O)C(N=Nc2cccc(O)c2)N1c1ccccc1 (stereo unspecified)	i	i	3	i	i	i	4	i	i	i	i
CN(C)C(=S)Nc1ccc2c(c1)OCO2	i	i	12	i	i	i	15	i	i	i	i
CC(Cc1ccccn1)NC(=O)CCc1nnc(C2CCCCC2)o1 (stereo unspecified)	i	i	-14	i	i	i	1	i	i	i	i
CCc1ccc2nc(/N=C(\N)NC(=O)c3ccccc3)nc(C)c2c1	i	i	10	i	i	i	-1	i	i	i	i
CCCS(=O)(=O)Nc1cccc(-c2cn3c(n2)SCC3)c1	i	i	1	i	i	i	4	i	i	i	i
C/C(N)=C(/C#N)C(=O)COC(=O)c1ccc(C#N)cc1	i	i	1	i	i	i	5	i	i	i	i
CCOc1ccc2nc(NC(=O)CN3C(=O)NC4(CCCC4)C3=O)sc2c1	i	i	-9	i	i	i	2	i	i	i	i
N#C/C(=N/Nc1ccc(OC(F)(F)F)cc1)C(N)=S	i	i	115*	100*	i	i	6	i	i	i	i
S=C1CSc2ccccc2N1	i	i	-2	i	i	i	3	i	i	i	i
O=C(Nc1ccc(Cl)c(Cl)c1)c1ccc(Cn2c(=O)[nH]c3ccsc3c2=O)cc1	i	i	31	i	i	i	-2	i	i	i	i
CC(C)(C)NC(=O)c1cccc(NC(=O)Cc2ccc(Br)cc2)c1	i	i	0	i	i	i	1	i	i	i	i
CCOC(=O)CSc1nc(C)cc(C)n1	i	i	-6	i	i	i	1	i	i	i	i
Cc1ccc(S(=O)(=O)N2CCOCC2)cc1C(=O)OCc1nnc(-c2ccccc2)o1	i	i	-8	i	i	i	3	i	i	i	i
Cc1ccc(N(C(=O)c2ccc(Br)o2)C2C=CS(=O)(=O)C2)cc1 (stereo unspecified)	i	i	-2	i	i	i	6	i	i	i	i
O=C(c1cccc(C(=O)N2CCN(c3ncccn3)CC2)c1)N1CCN(c2ncccn2)CC1	i	i	5	i	i	i	-7	i	i	i	i
CCOC(OCC)c1cn(Cc2ccc3c(c2)C(=O)c2ccccc2C3=O)nn1	i	i	-8	i	i	i	-5	i	i	nt	i
Cc1cc(C)nc(NS(=O)(=O)c2ccc(NC(=O)Cc3ccccc3F)cc2)n1	i	i	-2	i	i	i	3	i	i	i	i
CN(CCCCN1CCOCC1)Cc1nc(-c2ccc3c(c2)OCO3)no1	i	i	-1	i	i	i	-5	i	i	i	i
Cc1ccccc1-n1nc(C(=O)O)c(C)c(C#N)c1=O	i	i	0	i	i	i	1	i	i	i	i
CCOc1cc(/C=N/NC(=O)C(=O)NC)cc(Br)c1O	i	i	-1	i	i	i	5	i	i	i	i
CC(C)(C)C(=O)Nc1ccc(Cc2ccncc2)cc1	i	i	-2	i	i	i	-2	i	i	i	i
COc1cc2cc(C(c3nnnn3C3CCCC3)N(C)C3CCCCC3)c(=O)[nH]c2cc1OC (stereo unspecified)	i	i	4	i	i	i	1	i	i	i	i
COc1ccccc1C(=O)Nc1ccc2c(c1)nc1n2CCN(C2CCCCC2)C1	i	i	17	i	i	i	-3	i	i	i	i
CCC1(C)Cc2c(sc3[nH]c(=O)[nH]c(=O)c23)CS1 (stereo unspecified)	i	i	2	100*	i	i	-23	i	i	i	i
CCc1ccc2c(c1)C1(SC(NC(C)=O)=NN1C(C)=O)C(=O)N2C(C)C (stereo unspecified)	i	i	1	i	i	i	-2	i	i	i	i
CC(C)CC(=O)Nc1ccc(C(=O)CN2CCC(C)CC2)cc1	i	i	10	i	i	i	6	i	i	i	i
Cc1ccc(C(=O)NCCCNc2ccccc2[N+](=O)[O-])cc1	i	i	9	i	i	i	2	i	i	i	i
COc1ccc(CN(C(=O)c2nsc(Cl)c2Cl)C(C(=O)NC2CCCCC2)c2ccc(OC)cc2)cc1 (stereo unspecified)	i	i	5	i	i	i	3	i	i	i	i
COc1ccc(NC(=O)C(c2ccc(C)cc2)N(C)C(=O)c2cnccn2)cc1 (stereo unspecified)	nt	i	nt	i	i	nt	-6	nt	i	i	nt
O=C(Nc1cccc(Cl)c1)C1C2CCC3C(CCC21)C3(Cl)Cl (stereo unspecified)	i	i	3	i	i	-7.5*	5	i	i	i	i
Cc1cccc(NC(=O)CSCC(=O)N=c2sccn2C)c1	i	i	-4	i	i	i	5	i	i	i	i
Cc1noc(C)c1C(=O)OCC(=O)N(C)C1CCS(=O)(=O)C1 (stereo unspecified)	i	i	17	i	i	i	-1	i	i	i	i
O=C(NCC(=O)N(Cc1ccc(F)cc1)C(C(=O)NC1CCCC1)c1ccco1)c1ccco1 (stereo unspecified)	i	i	2	i	i	i	1	i	i	i	i
O=c1[nH]cnc2c1N1CCC2CC1	i	i	0	i	i	i	-5	i	i	i	i
CC1CN(C(=S)SCCN2Cc3ccccc3C2=O)CC(C)O1 (stereo unspecified)	i	i	-6	i	i	i	-2	i	i	i	i
Cc1cc(C)nc(NNC(=O)NC2CCCCC2)n1	i	i	7	i	i	i	-6	i	i	i	i
COc1ccccc1CNC(=O)COC(=O)Cc1ccc(F)cc1	i	i	6	i	i	i	nt	i	i	i	i
CCOC(=O)Cn1c(C)nc2c(C(=O)OCC)sc(C)c2c1=O	i	i	3	i	i	i	1	i	i	i	i
CCOC(=O)c1sc(NC(=S)NC(=O)c2cccc(OC)c2)nc1C	i	i	6	i	i	i	-2	i	i	i	i

Overlap with the part before: 2 entries, followed by the next part.
SMILES	TRPC6 activator	MrgX1 allo act	SKKanGAS inh	TMEM16A inh	MrgX1 agonist	RGS4 pot	HDAC3 inhib	TRPC6 inhibitor	MrgX1 antagonist	ANO1 activ	RGS4 inh
CCOC(=O)Cn1c(C)nc2c(C(=O)OCC)sc(C)c2c1=O	i	i	3	i	i	i	1	i	i	i	i
CCOC(=O)c1sc(NC(=S)NC(=O)c2cccc(OC)c2)nc1C	i	i	6	i	i	i	-2	i	i	i	i
CCOC(=O)C[C@H]1c2cc(F)ccc2S(=O)(=O)N1c1cccc(OC)c1	i	i	2	i	i	i	5	i	i	i	i
CC(C)Cc1nnc(NC(=O)CCC(=O)NC2CCCCCC2)s1	i	i	3	i	i	i	-1	i	i	i	i
CC(=O)c1cc(-c2ccccc2)n(CC(=O)N2CCN(C3CCCC3)CC2)c1C	i	i	0	i	i	i	2	i	i	i	i
CCOc1cc(/C=C2/C(=O)ON=C2C)ccc1OCc1ccccc1	i	i	-6	i	i	i	-14	i	i	nt	i
CCN(Cc1ccccc1)C(=O)COc1cc(=O)n(CC)c2ccccc12	i	i	-3	i	i	i	0	i	i	i	i
CC(=O)Nc1c(C)ccc2nsnc12	i	i	9	i	i	i	-6	i	i	i	i
CCOc1ccc(CC(=O)Nc2ccc(-c3ccc4nnc(C)n4n3)cc2)cc1	i	i	-7	i	i	i	-2	i	i	i	i
O=C(/C=C/c1ccco1)c1ccc(O)cc1	i	i	-9	i	i	i	14	i	i	nt	i
CC(=O)C1=C(O)C(=O)N(CCCn2ccnc2)C1c1ccc(C)cc1 (stereo unspecified)	i	i	4	i	i	i	-1	i	i	i	i
Cc1nnc(NC2(C(F)(F)F)C(=O)Nc3c2c(=O)n(C)c(=O)n3C)s1 (stereo unspecified)	i	i	7	i	i	i	3	i	i	i	i
Cc1cc(C)c2c(=O)[nH]c(SCC(=O)c3ccc(C)c(C)c3)nc2n1	i	i	9	i	i	i	10	i	i	i	i
S=C(NCc1ccccc1)Nc1cccc2ccccc12	i	i	5	i	i	i	2	i	i	i	i
COc1ccc(OC)c(NC(=O)c2sc3nc(C)cc(C)c3c2N)c1	i	i	-8	i	i	i	-4	i	i	i	i
Cc1ccc(OC(=O)CCS(=O)(=O)c2ccc(C)cc2)cc1	i	i	-6	i	i	i	-5	i	i	i	i
Cc1cccc(CS(=O)(=O)Cc2ccc(C(=O)NCc3ccco3)o2)c1	i	i	-1	i	i	i	3	i	i	i	i
CCCn1c(C(C)C)n[nH]c1=S	i	i	-3	i	i	i	5	i	i	i	i
COc1ccc(-c2noc(CCC(=O)Nc3ccc4c(c3)OCCO4)n2)cc1	i	i	11	i	i	i	2	i	i	i	i
COC(Cc1nnc(SC)n1-c1ccc(Cl)cc1)OC	i	i	-3	i	i	i	14	i	i	i	i
NC(N)=Nc1nc2ccc(Br)cc2c(=O)[nH]1	i	i	0	i	i	i	-1	i	i	i	i
CCc1ccccc1NC(=O)CN1CCN(CC(=O)Nc2ccc(-c3ccccc3)cc2)CC1	i	i	-1	i	i	i	5	i	i	i	i
CCCOc1ccc(C(=O)Nc2ccc(S(=O)(=O)NC3=NCCCCC3)cc2)cc1	i	i	2	i	i	i	-1	i	i	i	i
